Scp1 inh: Scp-1 phosphatase inhibitors, primary screen, biochemical, colorimetric, uHTS | Carboxy-terminal domain RNA polymerase II polypeptide A small phosphatase 1 (Homo … | Recombinant Scp1, phosphopeptide, malachite green phosphate absorbance | inhibition, % at 20 µM | 340,000 tested, 0.88% active;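 active = inhibition above about 50% at 20 µM, limit read from the data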;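 also: plate controls were DMSO wells with enzyme for no effect and wells lacking enzyme for full effect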
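Material: truncated SCP-1 phosphatase (76-261aa) / Buffer or medium: 50 mM Tris acetate pH 5.5, 0.005% Tween-20, 10 mM MgCl2 / Compound dosing: one concentration, 20 µM, with 1.0% DMSO / Incubation: 45 min room-temperature reaction, 5 min colour, 30 min stabiliser / Detection: colorimetric free-phosphate detection, absorbance 630 nm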
Rin1 Abl inh: inhibitors of Rin1-Abl protein binding, primary screen, biochemical, TR-FRET; inhibition, % at 7.35 µM; 360,000 tested, 0.4% active; in the data active = inhibition above about 5%, passing the limit was not always enough
Rpn11 inh: Rpn11 (PSMD14) deubiquitinase inhibitors, primary screen, biochemical, fluorescence polarization, uHTS; 26S proteasome non-ATPase regulatory subunit 14 (Homo sapiens), O00487; human 26S proteasome, Ub4-pepOG fluorescence polarization; 20S core pre-blocked with epoxomicin; calls only at 20 µM; 360,000 tested, 0.59% active;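 active = inhibition at 20 µM, scaled to each plate's controls, above about 33%, limit read from the data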
SUMO1-SIM PPI: modulators of SUMO1 protein-protein interactions, primary screen, biochemical, uHTS; SUMO1 binding to a labelled peptide, TR-FRET, 1 h; inhibition, % at 20 µM; 360,000 tested, 0.33% active; AID 602429, 2012; Small ubiquitin-related modifier 1 (Homo sapiens), P63165; in the data active = inhibition above about 37%
CSN deneddyl inh: inhibitors of CSN-mediated cullin deneddylation, primary screen, biochemical, fluorescence polarization, uHTS. Purified CSN, SCF-Nedd8-OG deneddylation. inhibition, % at 12.5 µM. 360,000 tested, 0.38% active. AID 651999, 2013;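 active = pattern-corrected inhibition above about 35%, with an unprinted fluorescence ratio check between 0.5 and 1.5, limit read from the data, passing the limit was not always enough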;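 also: 0% = enzyme with substrate and 100% = substrate without enzyme; some results filed as inactive read as strong as hits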
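Assay system: Purified human Csn5 enzyme expressed in HEK293T cells | Amount: Enzyme 0.24 nM | Measured by: Fluorescence polarization readout | Medium: Tris/NaCl/DTT buffer, pH 7.5 | Compound dosing: One concentration, 12.5 µM, 0.25% DMSO | Times: 90 min incubation of compound, enzyme and substrate at room temperature | Control set: no-enzyme wells high, enzyme-with-substrate wells low | Read-out: % inhibition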
DNMT1 inh: human DNMT1 methyltransferase inhibitors, primary screen, biochemical, molecular beacon, fluorescence, HinP1I cleavage, uHTS. DNA (cytosine-5)-methyltransferase 1 (Homo sapiens), P26358. inhibition (reported as % activation of signal), % at 10 µM. 360,000 tested, 0.83% active; in the data active = inhibition above about 50%
Neddyl block: inhibitors of cullin neddylation, primary screen, biochemical, TR-FRET, uHTS, NAE and Ubc12 | NEDD8-conjugating enzyme Ubc12 (Homo sapiens) + NEDD8-activating enzyme E1 regulatory … | calls only at 25 µM | 360,000 tested, 0.58% active; in the data active = inhibition above about 36%
STEP block: STEP phosphatase inhibitors, primary screen, biochemical, fluorescence intensity, uHTS; Tyrosine-protein phosphatase non-receptor type 5 (Homo sapiens), P54829; 360,000 tested, 0.25% active; inhibition, % at 20 µM; recombinant STEP, OMFP fluorogenic substrate;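 active = inhibition at 20 µM, scaled per plate between control wells, above about 37%, limit read from the data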;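 also: 0% = DMSO with enzyme and substrate and 100% = substrate only without enzyme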
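Also added – OMFP at 25 µM · Test system – STEP tyrosine phosphatase · Technique – FITC-channel fluorescence of OMFP product · Schedule – 20 min at room temperature, dark · Evaluation – control-normalized % inhibition with plate pattern correction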
NadD inh: inhibitors of S. aureus NadD, primary screen, biochemical, colorimetric, uHTS | Nicotinate-nucleotide adenylyltransferase NadD (Staphylococcus aureus N315) | purified NadD enzyme, colorimetric absorbance read-out | inhibition, % at 20 µM | 360,000 tested, 0.78% active; in the data active = inhibition above about 26%; also: some compounds past the cut are filed as inactive
LMPTP inh: LMPTP phosphatase inhibitors, primary screen, biochemical, fluorescence intensity, uHTS | recombinant LMPTP-A, OMFP fluorogenic substrate | inhibition, % at 20 µM | 360,000 tested, 0.22% active | AID 651560, 2012;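 active = compounds that cut the enzyme signal by at least half of the control window in the single-dose screen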;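 also: plate controls were DMSO wells with enzyme plus substrate for no effect and substrate without enzyme for full effect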
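test system = LMPTP-A | amount = 0.625 nM LMPTP-A final | reagent = fluorogenic phosphatase substrate OMFP at 400 µM final | incubation = 50 min at room temperature | benchmarks = no-enzyme low control, uninhibited high control | medium = Bis-Tris pH 6.0, DTT, detergent | signal = fluorescence intensity of OMFP turnover product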
The depositor's hits bear a star; i = inactive; x = not tested or not shown; + = active, no number.

SMILES	Scp1 inh	Rin1 Abl inh	Rpn11 inh	SUMO1-SIM PPI	CSN deneddyl inh	DNMT1 inh	Neddyl block	STEP block	NadD inh	LMPTP inh
CC[C@]12c3[nH]c4ccc(OC)cc4c3CCN1C(=O)C(CC(=O)NCCC1=CCCCC1)C[C@@H]2C(=O)N1CCN(C(=O)C2CC2)CC1 (some centres not stated)	1	-1	i	5	0	0	i	2	5	-0.4
COC(=O)CCCC1=CC2=CC(=O)C(C)(OC(=O)c3cccs3)C(=O)C2=CN1C1CC1 (configuration not stated)	-4	-1	i	-19	0	-12	i	2	5	1.2
COc1ccc(-c2nc(N)nc(C(F)(F)F)c2-c2cscn2)c(O)c1	-4	-3	i	-2	0	5	i	-2	-5	0.1
O=C(CSc1nc2ccccc2o1)N1CCCC1	5	1	i	-4	-2	0	i	0	0	-2.2
C[C@H]1[C@H](c2ccccc2)C[C@@H](C(=O)O)C1(C)C	-8	1	i	-1	0	4	i	3	5	-0.9
CC1CC(c2ccccc2)n2nc(N3C(=O)c4ccccc4C3=O)nc2N1 (configuration not stated)	-5	-5	i	-4	5	4	i	3	-2	-0.1
Cc1ccccc1-n1cc(C(=O)c2cc(Cl)ccc2O)cc(C#N)c1=O	-8	-2	i	-8	-7	-1	i	0	3	-0.7
NS(=O)(=O)c1ccc(CCNC(=O)CCc2nc3sc4c(c3c(=O)[nH]2)CCCC4)cc1	22	-1	+	5	8	2	i	3	2	7.9
CC(=O)NCCC1CCN(C(=O)c2cc(COc3ccc(C)nc3)on2)CC1	-1	5	i	-1	3	0	i	2	3	-0.3
Cc1cc(-c2ccc(S(=O)(=O)NCc3ccc(F)cc3)cc2)on1	-10	-2	i	4	-4	3	i	-1	-6	10
CC1CCN(S(=O)(=O)c2ccc(NC(=O)CN3CCCCCC3)cc2)CC1	3	-1	i	-2	0	0	i	2	-13	3.8
O=c1c(-c2ccccc2)c(-c2ccccc2)oc2cc(O)cc(O)c12	-22	1	i	2	6	-12	i	-1	-5	2.8
O=C(NCC1CCCO1)c1nc(Cn2ccc([N+](=O)[O-])n2)no1 (configuration not stated)	-4	0	i	-7	0	-1	i	-2	-6	-2.8
COC(=O)C(C)Sc1nc2c(c(=O)n(C)c(=O)n2C)n1Cc1cccc(C)c1 (configuration not stated)	-3	-8	i	4	3	-2	i	2	-3	-1.1
CCOc1ccc(S(=O)(=O)N(CC(=O)NC2CCCC2)c2ccc(F)cc2)cc1	-2	0	i	8	4	-1	i	-4	-7	-2.4
O=C(CN1CCN(c2nc(-c3ccc(F)cc3)cs2)CC1)NCc1ccc2c(c1)OCO2	-4	1	i	1	1	-13	i	0	-8	2.7
CCCC1C2C(=O)N(c3ccccc3OC)C(=O)C2ON1c1ccccc1 (configuration not stated)	-9	1	i	1	6	-8	i	-1	-1	2.4
COc1ccc(Cl)cc1C(=O)NNC(=O)COC(=O)c1cccs1	0	-2	i	1	2	0	i	-2	-1	-1.4
CCOc1ccc(NC(=O)CN(C)C(=O)c2cn(-c3ccccc3)nc2-c2cccs2)cc1OCC	-10	1	i	-3	5	-5	i	0	-4	1.9
COc1ccc2cc3cc(C(=O)NCCC(C)C)oc3nc2c1	-12	0	i	-9	5	2	x	-2	1	1.5
CCOc1ccc2nc(N(Cc3ccccc3)C(=O)CCNC(C)=O)sc2c1	7	0	i	1	9	-3	i	0	-1	1.0
CCOCCn1c(CN2CCN(c3cccc(Cl)c3)CC2)nc2c1c(=O)n(C)c(=O)n2C	-1	-7	i	-3	1	1	i	-3	6	1.5
Cc1[nH]nc2c1C(c1ccc(-c3ccccc3C#N)o1)C(C#N)=C(N)O2 (configuration not stated)	-4	-1	i	-18	1	-10	i	1	0	0.4
NC(=O)COC(=O)c1ccc(Cl)c(S(=O)(=O)N2CCN(c3ccc(F)cc3)CC2)c1	-8	1	i	-5	-6	-1	i	2	-1	0.2

Compounds from the list above containing an aryl thioether with sulfur outside any ring, in the order listed:
SMILES	Scp1 inh	Rin1 Abl inh	Rpn11 inh	SUMO1-SIM PPI	CSN deneddyl inh	DNMT1 inh	Neddyl block	STEP block	NadD inh	LMPTP inh
O=C(CSc1nc2ccccc2o1)N1CCCC1	5	1	i	-4	-2	0	i	0	0	-2.2
COC(=O)C(C)Sc1nc2c(c(=O)n(C)c(=O)n2C)n1Cc1cccc(C)c1 (configuration not stated)	-3	-8	i	4	3	-2	i	2	-3	-1.1

Continued.
SMILES	Scp1 inh	Rin1 Abl inh	Rpn11 inh	SUMO1-SIM PPI	CSN deneddyl inh	DNMT1 inh	Neddyl block	STEP block	NadD inh	LMPTP inh
O=C(N/N=C\c1ccc(-c2cccc(Cl)c2)o1)C(=O)NC1CCCC1	-5	-1	i	0	-1	1	i	0	1	0.2
O=c1c2ccccc2nnn1CSc1nc2ccccc2c(=O)n1Cc1ccco1	-5	-1	i	-3	0	6	i	0	1	1.8
S=C(Nc1ccccc1)Nc1ccccn1	x	1	i	2	-1	10	i	-1	3	0.8
COc1cccc(/C=N/NC(=O)C(=O)Nc2ccccc2OC(F)(F)C(F)F)c1	-9	-1	i	0	1	2	i	-1	3	-0.7
OC(C#CCN1CCOCC1)(c1ccccc1)C1CC1 (configuration not stated)	-4	1	i	0	3	0	i	-6	7	-0.7
CCCNC(=S)Nc1ccc(Cl)cc1C	-7	0	i	-3	-8	-4	i	-3	-1	-1.7
Cc1cc(C)c2c(c1C)C(=O)CCC2	-10	1	i	-1	0	2	i	0	0	-2.6
CC(CN1CCOCC1)(NS(=O)(=O)c1ccccc1)c1ccccc1 (configuration not stated)	3	0	i	0	0	1	i	-4	-3	-1.1
C[C@H](CO)N1C[C@H](C)[C@@H](CN(C)C(=O)Nc2ccc3c(c2)OCO3)Oc2ccc(NC(=O)NC3CCCCC3)cc2C1=O	0	1	i	0	-1	9	i	-1	6	0.8
CCOc1ccc(NC(=O)CSc2nc3c([nH]c4ccccc43)c(=O)n2C)cc1	-5	4	i	8	-4	17	i	-1	-2	-1.3
Cc1ccccc1CS(=O)(=O)Cc1ccc(C(=O)NCc2ccco2)o1	-4	0	i	-2	-1	-5	i	1	1	-2.9
COC(=O)c1sccc1NC(=O)CCC1CCCCC1	0	-1	i	0	-1	1	i	-2	-4	1.7

Copied from the list:
LMPTP inh with O=c1c2ccccc2nnn1CSc1nc2ccccc2c(=O)n1Cc1ccco1 reads 1.8
Rin1 Abl inh with CCOc1ccc(NC(=O)CSc2nc3c([nH]c4ccccc43)c(=O)n2C)cc1 reads 4
DNMT1 inh with COC(=O)c1sccc1NC(=O)CCC1CCCCC1 reads 1
Rin1 Abl inh with CCCNC(=S)Nc1ccc(Cl)cc1C reads 0
NadD inh with CC(CN1CCOCC1)(NS(=O)(=O)c1ccccc1)c1ccccc1 (configuration not stated) reads -3
CSN deneddyl inh with COc1cccc(/C=N/NC(=O)C(=O)Nc2ccccc2OC(F)(F)C(F)F)c1 reads 1
STEP block with O=C(N/N=C\c1ccc(-c2cccc(Cl)c2)o1)C(=O)NC1CCCC1 reads 0

The listing continues:
SMILES	Scp1 inh	Rin1 Abl inh	Rpn11 inh	SUMO1-SIM PPI	CSN deneddyl inh	DNMT1 inh	Neddyl block	STEP block	NadD inh	LMPTP inh
O=C(Nc1cccc(C(F)(F)F)c1)c1cccnc1NCCO	-5	6.9*	i	0	2	6	i	-1	-5	-0.7
CCC(C)Nc1nc2c(c(=O)n(C)c(=O)n2C)n1Cc1ccc(Cl)cc1 (configuration not stated)	3	0	i	7	-3	1	i	-3	-3	0.4
CC1(C)CC(=O)C=C(c2cccc(OC(=O)c3ccc(Br)cc3)c2)C1=O	x	2	i	-18	-2	3	i	1	-7	2.5
CC1CC(C)CN(C(=O)c2ccc3ncsc3c2)C1 (configuration not stated)	5	-1	i	-1	1	-1	i	1	0	-0.5
C=C1CCN([C@@H](CC(C)C)C(=O)O)S(=O)(=O)c2ccccc21	6	4	i	6	0	14	i	-1	5	-2.1
Cc1cc(NC(=O)c2ccc(N3CCCC3)c([N+](=O)[O-])c2)no1	3	-3	i	8	6	-5	i	1	0	2.4
O=C(O)CCCNS(=O)(=O)c1ccc(F)cc1	-7	-3	i	-1	5	1	i	3	-3	-0.9
COc1ccc(-n2nc(C(=O)NCC(=O)NCC3COc4ccccc4O3)c3ccccc3c2=O)cc1 (configuration not stated)	-15	-1	i	-6	-8	2	i	-1	-3	-1.9
COc1ccc(-c2noc(CN(C)Cc3ccc(C)o3)n2)cc1	-5	-2	i	0	3	-4	i	2	-3	-0.1
O=C(Cn1nc(C(=O)O)c2ccccc2c1=O)c1cc(F)ccc1F	-14	2	i	1	-5	-1	i	1	-6	-0.8
CCOC(=O)N1CCC(N2CCCC(C(=O)c3ccc4cc(OC)ccc4c3)C2)CC1 (configuration not stated)	1	-1	i	-5	4	-4	x	1	-1	-0.6
CC(C)n1nc(C(=O)OCn2nnc3ccccc3c2=O)c2ccccc2c1=O	-12	-4	i	6	-10	1	i	3	1	-1.1
COc1ccc(-c2cc3nc(C)cc(-c4ccc(OC)cc4)n3n2)cc1	6	-2	i	-11	3	-8	x	2	2	1.1
CCc1ccc(/C=N/NC(=O)c2cc(-c3cccc([N+](=O)[O-])c3)n[nH]2)cc1	1	0	i	9	11	12	i	4	15	1.6
COc1ccc2[nH]c3nc(SCC(=O)Nc4cccc(NC(C)=O)c4)nnc3c2c1	3	-8	i	-8	3	-3	i	2	2	-0.8
COCCCN(CC(=O)Nc1ccc(N2CCOCC2)cc1)S(=O)(=O)c1ccc(C)cc1	-12	-1	i	0	5	-3	i	-2	2	-0.3
O=C(NN=Cc1ccc(F)cc1)c1ccccc1NS(=O)(=O)c1cccs1	-2	1	i	2	5	-1	i	1	4	-1.5
CCOc1ccc(C(=O)Nc2cccc(-c3nc4cccnc4o3)c2)cc1Cl	83*	4	+	10	-7	-2	i	2	-5	5.9
O=C(COC(=O)CC1CC2CCC1C2)Nc1ccccc1Cl (configuration not stated)	-7	0	i	-1	2	1	i	2	-4	1.0
COc1ccc2c(Cn3cnc4cc([N+](=O)[O-])ccc4c3=O)cc(=O)oc2c1	-1	-4	i	-23	1	-2	i	-1	-1	0.1
COc1ccccc1Oc1coc2c(CN3CCN(C)CC3)c(O)ccc2c1=O	-11	-1	i	0	2	-1	x	1	1	-1.3
